Compound activity (PubChem)
WRN helicase inh: inhibitors of human WRN helicase | Q14191 | WRN helicase unwinding, fluorescent forked duplex, kinetic | Potency, µM (titrated, usually from 114 µM), for inactives: at the highest dose activity change, negative = inhibition, usual class: inhibitors | actives 0.46% (n = 360,000) | AID 651768; note: potency is the fitted concentration of half-maximal effect; % is set by controls: 0 for no effect and ±100 for the full control effect; nearly all actives have a fitted effect of over 55% in size
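Primary qHTS, 1536-well format. 20 nM WRN + compound, 15 min RT; start with 100 nM forked fluorophore/quencher duplex, 2 mM ATP (final); kinetic read ex 525/em 598 nm.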
aSyn rescue: alpha-synuclein toxicity inhibition in yeast | Potency, µM (top dose mostly 46.1 µM), inactives show at the highest dose growth rescue (activation), actives largely listed as activators | Yeast expressing alpha-synuclein, growth rescue, BacTiter-Glo, 24 h | actives 0.14% (n = 370,000); note: potency is the fitted concentration of half-maximal effect; % of control where 0% means no effect; nearly all actives have a fitted effect of over 65% in size
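Galactose-induced alpha-syn yeast (OD600=0.02, raffinose-pregrown) + pinned cpd, 24 hr, 30 deg C; growth by BacTiter-Glo luminescence. Growth restoration scores as activation.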
PLK1 PBD inh: PLK1 (human) polo-box domain binding inhibition; P53350; Plk1 PBD binding of FITC phosphopeptide, fluorescence polarization; Potency, µM, for the others: max response, negative = inhibition, hits mostly inhibitors; actives 2.8% (n = 360,000); note: potency is the fitted concentration of half-maximal effect; series mostly up to about 57 µM; % is set by controls: 0 for no effect and ±100 for the full control effect; nearly all actives have a fitted effect of over 65% in size
Target sequence (P53350 whole entry, looked up, the tested form may be a part): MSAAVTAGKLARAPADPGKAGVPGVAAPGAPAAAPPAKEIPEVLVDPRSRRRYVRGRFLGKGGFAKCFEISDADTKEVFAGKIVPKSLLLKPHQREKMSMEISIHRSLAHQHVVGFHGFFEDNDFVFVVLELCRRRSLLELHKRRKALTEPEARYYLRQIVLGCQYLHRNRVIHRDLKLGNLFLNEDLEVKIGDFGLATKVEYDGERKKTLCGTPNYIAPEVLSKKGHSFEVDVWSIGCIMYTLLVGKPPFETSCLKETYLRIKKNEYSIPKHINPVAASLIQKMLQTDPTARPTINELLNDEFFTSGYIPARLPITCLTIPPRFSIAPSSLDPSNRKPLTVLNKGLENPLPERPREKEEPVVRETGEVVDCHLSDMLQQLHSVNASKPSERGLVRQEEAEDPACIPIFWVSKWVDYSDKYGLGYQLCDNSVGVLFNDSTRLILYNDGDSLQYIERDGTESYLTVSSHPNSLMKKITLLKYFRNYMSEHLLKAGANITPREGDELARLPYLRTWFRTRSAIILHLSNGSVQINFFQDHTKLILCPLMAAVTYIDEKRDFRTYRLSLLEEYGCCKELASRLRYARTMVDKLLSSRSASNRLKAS
IL2 activator: IL-2 activation | IL-2 activation reporter assay, cell-based qHTS; stimulated with anti-CD3/CD4/CD28 beads; in transgenic mouse T cells | activation, % (series mostly up to about 46 µM) | actives 0.065% (n = 360,000) | AID 652025; in the data active = activation above about 50%; inconclusive = mostly about 30% to 49%; note: 0% is about no effect
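Quantitative HTS in unstimulated transgenic mouse T cells, with memory T cells as non-tolerant control and PMA/ionomycin as tolerance-bypass control. Compound pretreatment lasted 60 minutes before 18 h bead stimulation; EGFP/DsRed fluorescence read.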
EPAC1 antag: blocks human EPAC1 exchange factor | O95398 | EPAC1 GEF assay, Rap1b-BODIPY-GDP exchange fluorescence | Potency, µM (highest dose often 115 µM), for inactives: at the top dose activity change, negative = inhibition, most hits filed as inhibitors | actives 0.14% (n = 360,000) | AID 720709;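 note: potency is the fitted concentration of half-maximal effect; plate controls were vehicle for no effect and positive control for full effect; nearly all actives have a fitted effect of over 50% in size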
EPAC1 ag: EPAC1 (human) agonism. Potency, µM (highest dose often 154 µM), for the others: at the highest dose activation, most hits filed as activators. AID 720707. O95398. actives 0.073% (n = 360,000). EPAC1 agonist qHTS, biochemical assay; response scale: 100% = response to 6.5 mM cAMP; note: potency is the fitted concentration of half-maximal effect; nearly all actives have a fitted effect of over 60% in size
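EPAC1 100 nM, Rap1B–BODIPY-GDP 250 nM, unlabeled GDP 50 uM; compound titration; 5 min RT; kinetic read ex480/em540 at 5-min intervals ×30 min; data normalized to 6.5 mM cAMP agonist control.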
PI5P4Ka inh: inhibitors of human PI5P4K alpha. P48426. PI5P4Kalpha enzyme, ADP-Glo luminescence, 60 min; stronger effect = lower value. max response, %. actives 1.2% (n = 330,000); active = max response of -50% or lower; inconclusive = between -30% and -50%; inactive = -30% or higher; note: value at the top dose of about 77 µM; % is set by controls: 0 for no effect and ±100 for the full control effect
Target sequence (P48426 whole entry, looked up): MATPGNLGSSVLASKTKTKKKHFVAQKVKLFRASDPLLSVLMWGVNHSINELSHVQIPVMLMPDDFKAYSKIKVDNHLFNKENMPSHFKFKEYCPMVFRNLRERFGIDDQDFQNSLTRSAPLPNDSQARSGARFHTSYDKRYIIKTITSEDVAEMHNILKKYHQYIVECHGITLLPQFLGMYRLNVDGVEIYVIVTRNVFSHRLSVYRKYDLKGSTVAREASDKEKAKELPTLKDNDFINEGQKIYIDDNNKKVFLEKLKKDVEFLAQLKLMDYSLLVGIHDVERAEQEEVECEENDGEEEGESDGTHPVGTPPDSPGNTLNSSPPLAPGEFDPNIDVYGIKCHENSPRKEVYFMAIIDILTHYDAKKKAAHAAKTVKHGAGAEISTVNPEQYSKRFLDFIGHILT
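Enzyme plus substrate dispensed, test compounds pinned in, then ATP (5 microM final) added. After 60 min at RT, ADP-Glo reagent 1 for 45 min and reagent 2 for 30 min preceded luminescence imaging.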
FUS yeast rescue: suppressors of FUS proteinopathy in yeast; Potency, µM (titrated, usually from 76.6 µM), for the others: at the highest dose growth rescue (activation), hits mostly activators; actives 0.24% (n = 390,000); AID 1347120; S. cerevisiae FUS-expressing, growth rescue, OD600, 24 h;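 note: potency is the fitted concentration of half-maximal effect; plate controls were DMSO vehicle for no effect and reference control for full effect; nearly all actives have a fitted effect of over 55% in size; some results filed as inactive show a strong effect at the top dose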
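Compound concentration series was pinned onto galactose-induced FUS-expressing yeast seeded at OD 0.005. Plates sat 24hr at 30C; absorbance at 600 nm gave growth. DMSO served as background control.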
Abeta rescue: compounds reversing amyloid beta toxicity in yeast | yeast expressing A-beta42, growth rescue, OD600, 48 h; response scale: 0% DMSO, 100% iron-clioquinol control | Potency, µM (highest dose often 46.1 µM), without a hit: top-dose growth rescue, actives largely listed as activators | actives 0.063% (n = 410,000); note: potency is the fitted concentration of half-maximal effect; nearly all actives have a fitted effect of over 55% in size
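Growth rescue measured by 600 nm absorbance after 48 h yeast culture at 30 C with compound. Values normalized between DMSO and an equimolar ferric chloride plus clioquinol control.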
* hit, by the source's call; [ ] = another dose, or the depositor's remark. Unless noted, calls come from the whole dose curve; as a rule, active = well fitted curve in the direction sought with a large enough effect; inconclusive = small, poorly fitted or top-dose-only effect, or another doubt; inactive = no such curve, though single readings can be large; an effect the other way counts as inactive or inconclusive.

How did O=C(NC(Cc1c[nH]c2ccccc12)C(=O)N/N=C/c1ccc(Cl)cc1)c1cccs1 (stereo not given) do in these assays?
WRN helicase inh: 6%[57.1 µM]; aSyn rescue: 12%; PLK1 PBD inh: inconclusive; IL2 activator: -0.2; EPAC1 antag: -3%; EPAC1 ag: 0%; PI5P4Ka inh: -8; FUS yeast rescue: 39%; Abeta rescue: -1%

What do the screens show for `O=C(Cc1ccc(F)cc1)N(c1ccccc1)C1C=CS(=O)(=O)C1` (stereo not given)?
WRN helicase inh: 0%; aSyn rescue: -1%; PLK1 PBD inh: -7%; IL2 activator: -0.7; EPAC1 antag: 6%; EPAC1 ag: -5%; FUS yeast rescue: -9%; Abeta rescue: 6%

Results for CC1CCC(NC(=O)CN(C)S(=O)(=O)c2cccc3cccnc23)CC1 (stereo not given) ?
WRN helicase inh: -8%; aSyn rescue: 0%; PLK1 PBD inh: -11%; IL2 activator: 0.5; EPAC1 antag: -21%; EPAC1 ag: 2%; PI5P4Ka inh: 2; FUS yeast rescue: -10%; Abeta rescue: 1%

Results for COc1ccc(N(C=O)C(=S)SC)cc1 ?
WRN helicase inh: 6%; aSyn rescue: 4%; PLK1 PBD inh: -10%; IL2 activator: 0.9; EPAC1 antag: 3%; EPAC1 ag: -1%; PI5P4Ka inh: 1; FUS yeast rescue: -5%; Abeta rescue: inconclusive

Results for CC1(c2cccc(N)c2)OCCO1 ?
WRN helicase inh: 5%; aSyn rescue: -3%; PLK1 PBD inh: -13%; IL2 activator: 0.6; EPAC1 antag: -9%; EPAC1 ag: 7%; PI5P4Ka inh: 2; FUS yeast rescue: -16%; Abeta rescue: -5%

What do the screens show for `Cc1ccc(NC(=O)COC(=O)Cn2nc(-c3ccc(F)cc3)oc2=O)cc1C`?
WRN helicase inh: -19%; aSyn rescue: -3%; PLK1 PBD inh: 5%; IL2 activator: -0.9; EPAC1 antag: -11%; EPAC1 ag: 1%; PI5P4Ka inh: 6; FUS yeast rescue: 1%; Abeta rescue: 24%

Results for CC1(c2nnc(-c3ccncc3)o2)CC(c2c(Cl)cccc2Cl)=NO1 (stereo not given) ?
WRN helicase inh: -2%; aSyn rescue: 10%; PLK1 PBD inh: -10%; IL2 activator: -0.2; EPAC1 antag: -5%; EPAC1 ag: -4%; PI5P4Ka inh: 7; FUS yeast rescue: -11%; Abeta rescue: 0%

How did CC1CCN(c2nc3nonc3nc2Nc2ccc(F)cc2)CC1 do in these assays?
WRN helicase inh: -10%; aSyn rescue: -3%; PLK1 PBD inh: -3%; IL2 activator: -1.9; EPAC1 antag: inconclusive; EPAC1 ag: 14%; PI5P4Ka inh: 1; FUS yeast rescue: 3%; Abeta rescue: -9%

What do the screens show for `CC(C)C[C@@H](NC(=O)C1CCC(CNC(=O)[C@@H]2CCCN2C(=O)OC(C)(C)C)CC1)C(=O)O` (stereo not given in full)?
WRN helicase inh: 9%; aSyn rescue: -10%; PLK1 PBD inh: -12%; IL2 activator: 1.0; EPAC1 antag: -14%; EPAC1 ag: 9%; PI5P4Ka inh: 5; FUS yeast rescue: 4%; Abeta rescue: 0%

What do the screens show for `COc1ccccc1N1CCN(C(=O)c2cccc(N3C(=O)C4C5C=CC(C5)C4C3=O)c2)CC1` (stereo not given)?
WRN helicase inh: -2%; aSyn rescue: -1%; PLK1 PBD inh: -7%; IL2 activator: -2.7; EPAC1 antag: -26%; EPAC1 ag: 18%; PI5P4Ka inh: 1; FUS yeast rescue: 4%; Abeta rescue: -2%

How did C1=C[C@H]2CC[C@@H]1N(c1ccccc1)O2 do in these assays?
WRN helicase inh: -3%; aSyn rescue: 2%; PLK1 PBD inh: 2%; IL2 activator: 0.5; EPAC1 antag: -2%; EPAC1 ag: 1%; PI5P4Ka inh: -3; FUS yeast rescue: -16%; Abeta rescue: 1%

Results for CNC(=O)c1cc(NC(=O)CCn2nc(-c3ccc(C)cc3)c3ccccc3c2=O)ccc1OC ?
WRN helicase inh: -15%; aSyn rescue: -2%; PLK1 PBD inh: 0%; IL2 activator: -0.4; EPAC1 antag: 19%; EPAC1 ag: 0%; PI5P4Ka inh: -4; FUS yeast rescue: 14%; Abeta rescue: -2%

Results for CCN1C(=NCCOC)N[C@@H](c2cccs2)C(C(=O)OC)=C1C ?
WRN helicase inh: 4%; aSyn rescue: -7%; PLK1 PBD inh: 10%; IL2 activator: 0.1; EPAC1 antag: 4%; EPAC1 ag: 9%; PI5P4Ka inh: -1; FUS yeast rescue: 15%; Abeta rescue: 1%

Results for CCN1CCCC1Cn1cnc2c([nH]c3cccc(Cl)c32)c1=O (stereo not given) ?
WRN helicase inh: 10%; aSyn rescue: -30%; PLK1 PBD inh: -10%; IL2 activator: 0.3; EPAC1 antag: -1%; EPAC1 ag: 1%; PI5P4Ka inh: 3; FUS yeast rescue: inconclusive; Abeta rescue: -11%

How did COc1cccc(-c2nnc3n2N=C(c2cc(OC)ccc2OC)CS3)c1 do in these assays?
WRN helicase inh: -1%; aSyn rescue: -10%; PLK1 PBD inh: -1%; IL2 activator: 0.4; EPAC1 antag: 13%; EPAC1 ag: 5%; FUS yeast rescue: -11%; Abeta rescue: 0%

What do the screens show for `COc1ccc(Cc2noc(CN3CCCN(C4Cc5ccccc5C4)CC3)n2)cc1OC`?
WRN helicase inh: -8%; aSyn rescue: -4%; PLK1 PBD inh: -8%; IL2 activator: 0.0; EPAC1 antag: -6%; EPAC1 ag: 1%; PI5P4Ka inh: -1; FUS yeast rescue: 27%; Abeta rescue: -6%

Results for CC(=O)c1sc(NC(=O)COc2ccc(C(C)C)c(C)c2)nc1C ?
WRN helicase inh: inconclusive; aSyn rescue: -2%; PLK1 PBD inh: -14%; IL2 activator: -6.5; EPAC1 antag: -17%; EPAC1 ag: -14%; PI5P4Ka inh: -10; FUS yeast rescue: inconclusive; Abeta rescue: -11%

What do the screens show for `Cc1ccc2nc(SCC(=O)Nc3ccc(F)cc3)nc(=O)n2c1`?
WRN helicase inh: -8%; aSyn rescue: 0%; PLK1 PBD inh: -8%; IL2 activator: 0.1; EPAC1 antag: -4%; EPAC1 ag: -1%; PI5P4Ka inh: 1; FUS yeast rescue: 7%; Abeta rescue: -10%

How did CCc1nc(SCC(=O)Nc2ccccc2C(=O)OC)n[nH]1 do in these assays?
WRN helicase inh: 3%; aSyn rescue: -5%; PLK1 PBD inh: -11%; IL2 activator: 2.3; EPAC1 antag: -20%; EPAC1 ag: -8%; PI5P4Ka inh: 6; FUS yeast rescue: -43%; Abeta rescue: -12%

How did CCOc1ccc(CCNC(=O)c2cccc(S(=O)(=O)N3CCCCC3)c2)cc1OCC do in these assays?
WRN helicase inh: -19%; aSyn rescue: -6%; PLK1 PBD inh: -12%; IL2 activator: -0.8; EPAC1 antag: -19%; EPAC1 ag: inconclusive; PI5P4Ka inh: 4; FUS yeast rescue: 31%; Abeta rescue: 13%

A draw from above in order of heavy-atom count, ascending:
Results for CCN1CCCC1Cn1cnc2c([nH]c3cccc(Cl)c32)c1=O (stereo not given) ?
WRN helicase inh: 10%; aSyn rescue: -30%; PLK1 PBD inh: -10%; IL2 activator: 0.3; EPAC1 antag: -1%; EPAC1 ag: 1%; PI5P4Ka inh: 3; FUS yeast rescue: inconclusive; Abeta rescue: -11%

Results for CC1CCC(NC(=O)CN(C)S(=O)(=O)c2cccc3cccnc23)CC1 (stereo not given) ?
WRN helicase inh: -8%; aSyn rescue: 0%; PLK1 PBD inh: -11%; IL2 activator: 0.5; EPAC1 antag: -21%; EPAC1 ag: 2%; PI5P4Ka inh: 2; FUS yeast rescue: -10%; Abeta rescue: 1%

What do the screens show for `Cc1ccc(NC(=O)COC(=O)Cn2nc(-c3ccc(F)cc3)oc2=O)cc1C`?
WRN helicase inh: -19%; aSyn rescue: -3%; PLK1 PBD inh: 5%; IL2 activator: -0.9; EPAC1 antag: -11%; EPAC1 ag: 1%; PI5P4Ka inh: 6; FUS yeast rescue: 1%; Abeta rescue: 24%

(list continues)
What do the screens show for `Cc1cccc(CN2C(=O)c3ccccc3Sc3ccc(C(=O)NCCN4CCOCC4)cc32)c1`?
WRN helicase inh: -4%; aSyn rescue: 0%; PLK1 PBD inh: -7%; IL2 activator: 0.0; EPAC1 antag: -15%; EPAC1 ag: 6%; PI5P4Ka inh: 23; FUS yeast rescue: 29%; Abeta rescue: -10%

What do the screens show for `Cn1c(=N)n(CC(=O)C(C)(C)C)c2ccccc21`?
WRN helicase inh: -6%; aSyn rescue: -10%; PLK1 PBD inh: 1%; IL2 activator: 0.6; EPAC1 antag: -16%; EPAC1 ag: -13%; PI5P4Ka inh: 2; FUS yeast rescue: inconclusive; Abeta rescue: -12%

How did COc1ccc(N2CCN(C(=O)c3ccc4c(=O)n5c(nc4c3)CCCCC5)CC2)cc1 do in these assays?
WRN helicase inh: 0%; aSyn rescue: 0%; PLK1 PBD inh: 4%; IL2 activator: -2.0; EPAC1 antag: -4%; EPAC1 ag: 9%; PI5P4Ka inh: 2; FUS yeast rescue: 16%; Abeta rescue: -3%

How did COc1cccc(-c2c(C(=O)O)cc(O)c3ccc(OC)cc23)c1 do in these assays?
WRN helicase inh: -12%; aSyn rescue: 0%; PLK1 PBD inh: 1%; IL2 activator: -0.4; EPAC1 antag: -5%; EPAC1 ag: -7%; PI5P4Ka inh: 6; FUS yeast rescue: 17%; Abeta rescue: 23%

How did Cc1ccccc1N=C(NOCc1ccc(Cl)cc1Cl)c1nonc1N do in these assays?
WRN helicase inh: -10%; aSyn rescue: -1%; PLK1 PBD inh: -5%; IL2 activator: -3.4; EPAC1 antag: -22%; EPAC1 ag: 8%; FUS yeast rescue: 7%; Abeta rescue: 17%
